NOD1 inhibition: NOD1 signaling inhibitors, primary screen, cell-based, luminescence, uHTS (AID 1578). NOD1-driven NF-kB luciferase reporter cells, luminescence; higher % means a stronger effect. one-dose inhibition, % at 4 µM; EC50 in µM for titrated hits. 290,000 tested, 1% active; in the data active means inhibition mostly above about 36%, no sharp cut-off; inactive means mostly below about 34%;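 further: HEK-293T reporter cells stimulated with the NOD1 agonist gamma-tri-DAP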
NOD2 inhibition: NOD2 signaling inhibitors, cell-based, luminescence, uHTS, HEK293 (AID 1566); HEK293 NOD2/NF-kB luciferase reporter, luminescence; higher % means a stronger effect; inhibition, % at 4 µM; hits with a dose series show EC50 in µM; 290,000 tested, 0.63% active; further: many of its hits are not listed in these tables
AID2073: inhibitors of Mint1-CaV2.2 protein interaction, biochemical, HTRF (AID 2073) | HTRF protein-protein interaction, Mint1-CaV2.2; higher % means a stronger effect | inhibition, % at 20 µM, or IC50 in µM where a hit was titrated | Voltage-dependent N-type calcium channel subunit alpha-1B (Homo sapiens) | 290,000 tested, 0.19% active; in the data active means inhibition mostly above about 51%, no sharp cut-off; inconclusive means no clear call, values can overlap the other calls; inactive means mostly below about 53%; further: some results filed as inactive read as strong as hits
P. falciparum M1AAP: P. falciparum M1AAP inhibitors, biochemical, fluorogenic H-Leu-NHMec substrate, 1536-well (AID 1445); recombinant M1AAP, H-Leu-NHMec fluorogenic kinetic assay; higher % means a stronger effect; inhibition, % at 30 µM; hits with a dose series show IC50 in µM; 220,000 tested, 0.42% active;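 active means primary inhibition above the hit cutoff, then over 50% inhibition at one or more dose response concentrations, cut at about 23% in these data, passing the limit was not always enough; inconclusive means conflicting primary data, or primary hits not chosen for dose response; inactive means low primary inhibition, or under 50% at every dose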;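 further: plate controls were DMSO full reaction for no effect and no enzyme background for full effect; strong numbers were not always called active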
KOR beta-arrestin-1: KOR antagonists, beta-arrestin recruitment, cell-based, luminescence, uHTS (AID 1778); inhibition, % at 10 µM; hits with a dose series show IC50 in µM; KOR beta-arrestin recruitment, luminescence, antagonist mode; higher % means a stronger effect; 290,000 tested, 0.091% active; Kappa-type opioid receptor (Homo sapiens); further: strong numbers were not always called active
GPR55 beta-arrestin: GPR55 agonists via beta-arrestin recruitment, primary screen, imaging, U2OS cells, beta-arrestin-GFP redistribution (AID 1961); G-protein coupled receptor 55 (Homo sapiens); 290,000 tested, 0.048% active; activation, % at 10 µM, or EC50 in µM where a hit was titrated; U2OS GPR55 beta-arrestin-GFP redistribution imaging; higher % means a stronger effect;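 active means activation above 40% with more than 50 cells counted in the well; inconclusive means wells holding fewer than 50 cells, flagged as toxic or sparse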;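 further: U2OS osteosarcoma cells stably expressing GPR55 and beta-arrestin-GFP; plate controls were DMSO negative control for no effect and LPI positive control for full effect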
P. falciparum M17LAP: P. falciparum M17LAP inhibitors, primary screen, biochemical, fluorogenic H-Leu-NHMec substrate, 1536-well (AID 1619); Leucine aminopeptidase (Plasmodium falciparum (isolate 3D7)); recombinant M17LAP, H-Leu-NHMec fluorogenic kinetic assay; higher % means a stronger effect; one-dose inhibition, % at 30 µM; IC50 in µM for titrated hits; 220,000 tested, 0.38% active;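 active means compound inhibiting the enzyme by more than half at any dose during confirmatory dose-response retesting; inconclusive means strong single-dose inhibitors picked by rank but not retested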;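 further: plate controls were full reaction with DMSO carrier for no effect and no enzyme background for full effect; strong numbers were not always called active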
Dynein transport: inhibitors of GR-EGFP nuclear translocation, primary screen, dynein cargo transport inhibitor project, imaging, high-content, 3617.4 mouse cells; AID 1381, 2008; test concentration mostly 20 µM; stimulated with dexamethasone, 1 µM; hits give low values; 220,000 tested, 0.47% active; z-score, hits read low;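 active means plate z-score of nuclear minus cytoplasmic receptor signal below a set negative limit, without overly bright fluorescence or cell loss, cut at about -3.5 in these data, passing the limit was not always enough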;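 further: z-score of nuclear minus cytoplasmic ring GR-EGFP intensity difference per well; some compounds called inactive have numbers as strong as hits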
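Also added – dexamethasone, 1.0 µM final · Buffer or medium – tet-free, stripped-serum medium · Schedule – induction 48 h, compound 1 h, agonist 30 min · Detection – formaldehyde fixation, Hoechst nuclear stain, 10x automated fluorescence imaging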
KOR beta-arrestin-2: KOR agonists, beta-arrestin recruitment, primary screen, cell-based, luminescence, uHTS (AID 1777) | KOR beta-arrestin recruitment, luminescence; higher % means a stronger effect | one-dose activation, % at 10 µM; EC50 in µM for titrated hits | 280,000 tested, 0.02% active; in the data active means activation above about 50%, passing the limit was not always enough; further: a part of the inactive calls stands beside numbers as strong as those of hits
Dynein transport cytoplasmic EGFP: recorded beside Dynein transport, whose call it bears; z-score; measured here: cytoplasmic GR-EGFP intensity; hits give high values
Dynein transport nuclear GR-EGFP: further read-out of Dynein transport, marked with its call; z-score; measured here: nuclear GR-EGFP intensity;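 lower value marks the stronger effect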
Dynein transport cell count: further read-out of Dynein transport, marked with its call; z-score; measured here: cell count per field
* marks the source's active call; other numbers are inactive results; ? = inconclusive; · = not tested or not shown; [ ] = another dose, or the depositor's remark. Unless noted, no stated cut-off is given here; in the data, active means inhibition above about 50%; inactive means the rest. This is a subset; rates above refer to the full screens.

SMILES	NOD1 inhibition	NOD2 inhibition	AID2073	P. falciparum M1AAP	KOR beta-arrestin-1	GPR55 beta-arrestin	P. falciparum M17LAP	Dynein transport	Dynein transport cytoplasmic EGFP	Dynein transport nuclear GR-EGFP	Dynein transport cell count	KOR beta-arrestin-2
O=C(CC(C(=O)O)c1cccc(Br)c1)c1ccc(Cl)cc1 (centres undefined)	3%	6%	15%	·	-15%	0.0%	·	·	·	·	·	-1.3%
CCN(CC)C(=O)c1n[nH]c(=O)c2ccccc12	-16%	14%	0%	7%	-5%	-0.1%	3%	-1.3	-0.25	-0.99	-0.022	2.2%
COC(=O)c1ccc(CSc2nnc(N)s2)cc1	-33%	-18%	2%	5%	16%	0.3%	-18%	0.33	-0.25	0.81	0.61	-1.5%
CCn1cc(S(=O)(=O)c2ccc(C)cc2)[nH]c1=O	-24%	-4%	6%	6%	-7%	-0.6%	-4%	1.3	-0.28	0.67	-1	2.5%
O=C(NCCn1cccc1)c1cccc2ccccc12	·	3%	-7%	10%	10%	0.3%	9%	-0.99	-0.25	-0.5	0.012	-2.6%
O=C(NC(=S)NCC1CCCO1)c1ccc(Cl)cc1 (centres undefined)	-24%	-21%	-5%	7%	-13%	0.0%	9%	1.1	-0.2	0.59	-1.3	-0.9%
Nc1nnc(Cc2cccc(Br)c2)s1	1%	7%	12%	1%	25%	-0.1%	2%	-1.1	-0.23	-0.24	0.86	1.3%
Cc1ccc(NC(=O)CN2C(=O)NC3(CCc4ccccc43)C2=O)cc1 (centres undefined)	-33%	-23%	9%	0%	2%	0.2%	-2%	0.42	-0.39	-0.33	-0.049	1.7%
COc1ccc(C)cc1Nc1nc(C)nc2sc(C)cc12	-6%	-12%	?	·	-37%	-0.1%	·	·	·	·	·	-1.9%
CC(C)CCN1C(=O)c2ccc(C(=O)NCc3ccco3)cc2C1=O	-11%	3%	?	7%	33%	0.0%	12%	-0.37	-0.23	-0.29	0.97	-3.0%
O=C(CSc1nc2c(c(=O)n1-c1ccc(Cl)cc1)SCC2)N1CCCC1	-23%	-3%	-10%	14%	-33%	0.2%	-30%	-1.2	-0.28	0.074	0.82	5.2%
Cn1c(=O)n(CCC(=O)O)c2ccccc21	6%	0%	-3%	8%	-11%	0.0%	11%	-0.59	-0.28	-0.24	0.92	2.9%
CCCn1nnc(NC(=O)C(C)C)n1	-16%	-44%	4%	4%	1%	0.4%	-8%	0.047	-0.21	0.2	0.15	4.7%
c1ccc(-c2nc(N3CCN(c4ccccc4)CC3)nc(-n3ccnc3)n2)cc1	-16%	-262%	10%	9%	10%	0.3%	16%	0.26	-0.23	0.18	0.052	-0.5%
Cc1cc(=O)oc2cc(OCC(=O)Nc3nccs3)ccc12	-12%	-29%	6%	·	-18%	-0.1%	·	·	·	·	·	6.8%
Cc1c(C(=O)Nc2ccccc2Cl)oc2ccc(S(=O)(=O)N3CCC4(CC3)OCCO4)cc12	·	19%	-14%	-3%	19%	0.3%	5%	-0.45	-0.2	-0.031	0.34	1.4%
CSC(=NC(C)c1ccccc1)NS(=O)(=O)c1cccs1 (centres undefined)	-7%	16%	-4%	-4%	2%	-0.4%	-4%	-0.79	0.029	-0.031	-0.21	-4.8%
O=C(Nc1ccc2c(c1)OCO2)C1CC(=O)N(c2ccc3c(c2)OCCO3)C1 (centres undefined)	-14%	7%	6%	4%	-2%	0.2%	15%	-0.93	-0.25	-0.58	0.82	2.3%
O=C(O)CSCC(=O)Nc1ccc(Cl)cc1C(F)(F)F	-9%	10%	?	-2%	-14%[20 µM]	-0.1%	3%	0.32	-0.28	0.47	-0.15	-2.5%
Cc1ccc(NC(=O)c2cc(-c3ccccc3)n[nH]2)cc1	-31%	8%	11%	·	-30%[20 µM]	0.9%	·	·	·	·	·	-6.7%
Clc1ccc(C(c2nnnn2C2CCCC2)N2CCSCC2)cc1 (centres undefined)	-7%	6%	-3%	-2%	21%	-0.2%	-14%	-0.22	-0.45	-0.53	0.17	3.6%
CCn1c(SCC(=O)NCc2ccco2)nnc1-c1ccc(N)cc1	-9%	-14%	-6%	0%	-16%	0.3%	5%	0.46	-0.056	0.64	0.087	1.7%
Cc1ccc2oc(=O)c3cc(C(=O)NCCCN4CCc5ccccc5C4)sc3c2c1	-25%	-2%	2%	3%	-22%	0.8%	1%	-0.11	-0.22	0.84	0.051	0.1%
O=C(NC1CCCC1)c1nc2c(nnn2Cc2ccccc2Cl)c(=O)[nH]1	14%	-3%	37%	12%	-33%	-0.1%	-19%	-0.15	-0.22	0.56	1	9.2%
Cc1cc(CN2CCC(n3nccc3NC(=O)c3ccccc3C)CC2)n[nH]1	-13%	12%	10%	·	-9%	-0.1%	·	·	·	·	·	-0.6%

In another format: entries from further up
CCN(CC)C(=O)c1n[nH]c(=O)c2ccccc12
  NOD1 inhibition: -16%; NOD2 inhibition: 14%; AID2073: 0%; P. falciparum M1AAP: 7%; KOR beta-arrestin-1: -5%; GPR55 beta-arrestin: -0.1%; P. falciparum M17LAP: 3%; Dynein transport: -1.3; Dynein transport cytoplasmic EGFP: -0.25; Dynein transport nuclear GR-EGFP: -0.99; Dynein transport cell count: -0.022; KOR beta-arrestin-2: 2.2%
CSC(=NC(C)c1ccccc1)NS(=O)(=O)c1cccs1 (centres undefined)
  NOD1 inhibition: -7%; NOD2 inhibition: 16%; AID2073: -4%; P. falciparum M1AAP: -4%; KOR beta-arrestin-1: 2%; GPR55 beta-arrestin: -0.4%; P. falciparum M17LAP: -4%; Dynein transport: -0.79; Dynein transport cytoplasmic EGFP: 0.029; Dynein transport nuclear GR-EGFP: -0.031; Dynein transport cell count: -0.21; KOR beta-arrestin-2: -4.8%
Cc1cc(CN2CCC(n3nccc3NC(=O)c3ccccc3C)CC2)n[nH]1
  NOD1 inhibition: -13%; NOD2 inhibition: 12%; AID2073: 10%; P. falciparum M1AAP: ·; KOR beta-arrestin-1: -9%; GPR55 beta-arrestin: -0.1%; P. falciparum M17LAP: ·; Dynein transport: ·; Dynein transport cytoplasmic EGFP: ·; Dynein transport nuclear GR-EGFP: ·; Dynein transport cell count: ·; KOR beta-arrestin-2: -0.6%
O=C(NCCn1cccc1)c1cccc2ccccc12
  NOD1 inhibition: ·; NOD2 inhibition: 3%; AID2073: -7%; P. falciparum M1AAP: 10%; KOR beta-arrestin-1: 10%; GPR55 beta-arrestin: 0.3%; P. falciparum M17LAP: 9%; Dynein transport: -0.99; Dynein transport cytoplasmic EGFP: -0.25; Dynein transport nuclear GR-EGFP: -0.5; Dynein transport cell count: 0.012; KOR beta-arrestin-2: -2.6%

(further entries)
SMILES	NOD1 inhibition	NOD2 inhibition	AID2073	P. falciparum M1AAP	KOR beta-arrestin-1	GPR55 beta-arrestin	P. falciparum M17LAP	Dynein transport	Dynein transport cytoplasmic EGFP	Dynein transport nuclear GR-EGFP	Dynein transport cell count	KOR beta-arrestin-2
O=C(c1ccc(F)cc1)N1CCC(N2CCOCC2)CC1	4%	9%	0%	0%	14%	1.0%	9%	0.43	-0.19	0.34	-1.3	-3.7%
O=C(Cn1cnc2c(cnn2-c2ccc(F)cc2)c1=O)NCCc1ccccc1	14%	1%	46%	8%	-17%	-0.4%	3%	-0.38	-0.2	0.021	0.95	6.4%
N#Cc1ccccc1Cn1c(=O)n(Cc2ccc(C(=O)NCc3ccco3)cc2)c(=O)c2ccccc21	-6%	8%	7%	-1%	7%	0.2%	-1%	-0.63	-0.18	0.11	0.59	-4.1%
CCCC(=O)NC1=C(C#N)C2(CCCCC2)Cc2ccccc21	7%	-15%	-6%	7%	-33%	-0.1%	-1%	0.26	-0.24	0.46	0.56	0.5%
Cc1cc(Sc2ncnc(N)c2[N+](=O)[O-])ncn1	7%	40%	-11%	7%	7%[20 µM]	-0.1%	8%	-5.7*	2.1*	-2.1*	1.4*	-5.5%
Cc1cc(=O)n2[nH]c(-c3ccsc3-n3c(C)ccc3C)cc2n1	-4%	1%	83%	13%	22%	-0.1%	-4%	1.5	-0.52	1.1	-1.5	2.8%
O=C1Nc2ccccc2Oc2cc([N+](=O)[O-])cc(Oc3ccccc3)c21	21%	8%	8%	4%	7%	0.1%	-9%	1.8	-0.024	0.47	-0.95	1.6%
COCCN(C(=O)CN1CCN(S(=O)(=O)c2ccc(F)cc2)CC1)c1c(N)n(Cc2ccccc2)c(=O)[nH]c1=O	-17%	15%	0%	7%	0%	-0.3%	-6%	-0.51	-0.0087	-0.61	0.8	8.4%
O=C(O)CNC(=O)c1ccc(NC(=O)/C(=C/c2ccccc2)NC(=O)c2ccccc2Br)cc1	0%	-22%	-7%	·	-20%	0.0%	·	·	·	·	·	1.8%
COC(=O)c1cn(NC(=O)c2cccc(F)c2)c(=O)c2ccccc12	1%	10%	-7%	1%	-27%	-0.1%	4%	0.11	0.019	0.056	0.13	20%
O=C(COc1ccccc1Cl)Nc1ccc2c(c1)OCCO2	-66%	-74%	2%	2%	-3%	-0.2%	6%	-0.77	-0.22	-0.26	1.1	-0.6%
CCOC(=O)C1C(=O)C=C(c2ccc(NS(C)(=O)=O)cc2)CC1c1ccco1 (centres undefined)	25%	10%	9%	17%	-18%	-0.1%	10%	-0.75	-0.27	-1.2	0.61	-1.4%
COc1ccc(C(=O)N2CC(=O)Nc3ccc(C)cc3C2c2ccccc2)cc1 (centres undefined)	3%	19%	24%	·	18%	1.0%	·	·	·	·	·	1.1%
COCCN1C(=O)C(CC(=O)Nc2ccc(C(=O)O)cc2)SC1=Nc1ccccc1 (centres undefined)	10%	-13%	-6%	-3%	11%	0.3%	10%	-0.2	-0.26	0.28	1.1	5.4%
